Screening results (PubChem BioAssay)
PAFAH1B3 inh: PAFAH1B3 (human) inhibition. Q15102. recombinant PAFAH1B3, FP-rhodamine probe, fluorescence polarization. inhibition, % at 3.39 µM. actives 0.28% (n = 340,000). AID 492972;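 active means inhibition above the screen-wide average of all tested compounds plus 3 SD, cut at about 25% in these data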;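 further: 0% = enzyme with DMSO only and 100% = wells lacking PAFAH1B3 protein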
Target sequence (Q15102 whole entry, looked up): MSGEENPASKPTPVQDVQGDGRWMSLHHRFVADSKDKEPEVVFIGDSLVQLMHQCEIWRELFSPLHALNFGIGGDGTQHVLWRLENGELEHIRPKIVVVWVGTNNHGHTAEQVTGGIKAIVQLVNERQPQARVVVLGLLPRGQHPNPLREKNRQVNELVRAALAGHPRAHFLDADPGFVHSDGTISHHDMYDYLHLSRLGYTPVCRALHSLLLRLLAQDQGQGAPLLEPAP
LYPLA1 inh: blocks human lysophospholipase 1, a PME1 counter-screen. O75608. recombinant LYPLA1, FP-Rh probe fluorescence polarization. inhibition, % at 5.9 µM. actives 0.16% (n = 320,000);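 active means inhibition above the mean of all tested compounds plus 3 SD, set per campaign, cut at about 14% in these data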;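 further: inhibitors block serine hydrolase probe labeling of LYPLA1 so polarization falls; 0% = enzyme with DMSO and 100% = wells lacking LYPLA1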
Target sequence (O75608 whole entry, looked up): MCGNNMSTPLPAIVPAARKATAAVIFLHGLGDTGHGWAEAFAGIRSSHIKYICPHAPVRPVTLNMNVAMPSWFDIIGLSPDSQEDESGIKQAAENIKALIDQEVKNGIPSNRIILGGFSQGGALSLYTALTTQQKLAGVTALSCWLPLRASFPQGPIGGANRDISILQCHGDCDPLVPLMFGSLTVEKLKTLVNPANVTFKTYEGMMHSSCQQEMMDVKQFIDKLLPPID
PME-1 inh: blocks human protein phosphatase methylesterase 1. Q9Y570. recombinant PME-1, FP-Rh probe fluorescence polarization. inhibition, % at 5.9 µM. actives 0.53% (n = 320,000). AID 2130;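 active means inhibition above the campaign mean of all compounds plus 3 SD, cut at about 26% in these data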;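 further: competitive labeling of PME-1 active site by serine hydrolase directed probe; 0% = PME-1 with DMSO and 100% = wells lacking PME-1 enzyme; inhibitors block probe labeling so polarization falls and inhibition rises; many of its hits are not listed in these tables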
Fam108B counter: counter-screen for RBBP9 inhibitors: inhibitors of mouse Fam108B | recombinant Fam108B, FP-Rh probe fluorescence polarization | inhibition, % at 9.51 µM | actives 0.33% (n = 300,000) | AID 1947;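 active means inhibition above the screen mean inhibition plus 3 SD, computed separately per campaign, cut at about 18% in these data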;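 further: inhibitors lower polarization as less probe binds the enzyme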
PAFAH2 inh: PAFAH2 (human) inhibition | inhibition, % at 3.39 µM | actives 0.99% (n = 340,000) | Q99487 | AID 492956 | recombinant PAFAH2, FP-rhodamine activity probe, fluorescence polarization;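 active means inhibition above the mean over all tested compounds plus 3 SD, cut at about 30% in these data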;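 further: inhibitors block probe labeling of enzyme so polarization drops; 0% = enzyme with DMSO and 100% = wells lacking PAFAH2 protein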
GSTO1 inh: blocks human GSTO1 in RBBP9 counter-screen | P78417 | recombinant GSTO1, activity-based probe fluorescence polarization | inhibition, % at 5.96 µM | actives 1.1% (n = 300,000) | AID 1974;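 active means inhibition above the campaign mean inhibition plus 3 SD, cut at about 35% in these data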;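 further: 0% = GSTO1-1 with DMSO and 100% = wells lacking GSTO1-1 enzyme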
Target sequence (P78417 whole entry, looked up): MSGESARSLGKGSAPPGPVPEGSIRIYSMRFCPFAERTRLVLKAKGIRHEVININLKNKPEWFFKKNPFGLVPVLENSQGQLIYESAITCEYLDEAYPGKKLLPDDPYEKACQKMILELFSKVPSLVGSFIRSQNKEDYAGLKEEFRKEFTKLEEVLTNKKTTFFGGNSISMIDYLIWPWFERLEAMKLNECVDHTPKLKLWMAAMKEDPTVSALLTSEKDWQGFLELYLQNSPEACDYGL
PAD4 inh: PAD4 (human) enzyme inhibition | actives 0.41% (n = 330,000) | Q9UM07 | recombinant PAD4, RCA probe fluorescence polarization | AID 485272 | inhibition, % at 6.36 µM;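 active means percent inhibition above a cutoff equal to the mean of all tested compounds plus 3 SD, cut at about 15% in these data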;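 further: 0% = PAD4 with RCA probe and DMSO and 100% = probe without PAD4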
PAFAH1B2 inh: inhibitors of human PAFAH1B2 | P68402 | recombinant PAFAH1B2, FP-rhodamine activity probe, fluorescence polarization | inhibition, % at 3.39 µM | actives 1.2% (n = 340,000) | AID 492953;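 active means inhibition above the mean of all tested compounds plus 3 SD, cut at about 24% in these data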;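 further: 0% = enzyme with DMSO and 100% = wells lacking PAFAH1B2; many of its hits are not listed in these tables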
Target sequence (P68402 whole entry, looked up): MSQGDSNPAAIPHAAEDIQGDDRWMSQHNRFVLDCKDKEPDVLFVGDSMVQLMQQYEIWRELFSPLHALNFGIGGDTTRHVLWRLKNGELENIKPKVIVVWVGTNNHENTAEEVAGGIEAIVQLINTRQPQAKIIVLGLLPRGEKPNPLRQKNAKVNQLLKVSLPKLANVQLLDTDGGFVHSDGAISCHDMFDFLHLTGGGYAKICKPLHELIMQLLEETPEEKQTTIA
pPAFAH inh: pPAFAH (human) enzyme inhibition. recombinant pPAFAH, FP-rhodamine probe fluorescence polarization. Q13093. inhibition, % at 3.39 µM. actives 1.5% (n = 330,000). AID 463082;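 active means inhibition above the mean inhibition across the screen plus 3 SD, cut at about 25% in these data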;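 further: inhibitors block binding of the rhodamine activity-based probe so polarization drops; 0% = enzyme with DMSO and 100% = wells lacking pPAFAH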
Active calls of the source: *; / = no result given. An excerpt. The share of hits here may be higher or lower than overall.

smiles	GSTO1 inh	PAD4 inh	PAFAH1B3 inh	PME-1 inh	PAFAH2 inh	Fam108B counter	pPAFAH inh	LYPLA1 inh	PAFAH1B2 inh
O=C(Nc1ccc(Cn2nnc3ccccc32)cc1)c1ccco1	3	-1	0	5	6	0	-2	-5	3
Cc1cc(C(=O)CCC(=O)NC(C)c2ccc(S(N)(=O)=O)cc2)c(C)s1 (stereo not drawn)	-3	-7	9	0	9	2	-1	-2	-2
N#Cc1ccc(C(=O)Nc2nnc(-c3cccs3)o2)cc1	-7	-2	-2	4	-2	1	-5	3	4
CCOC(=O)NC(CC(=O)O)c1ccc(OCC)cc1 (stereo not drawn)	2	0	8	0	2	1	3	-1	-1
Cc1cc(C(=O)NCC23CC4CC(CC(C4)C2)C3)c(C)o1	2	-4	/	-1	/	4	3	0	/
O=C(CCSc1nnc(-c2ccncc2)o1)Nc1cccc2ccccc12	3	-2	2	-2	-7	-1	-2	-1	-1
Cc1ccc(C(=O)NC(C)c2ccc(-n3ccnc3)cc2)c(C)c1 (stereo not drawn)	-2	4	7	0	1	8	-4	1	2
COc1ccc(CCNC(=O)CNC(=O)c2ccc3c(c2)OCO3)cc1OC	0	1	11	-7	0	3	2	-1	-1
CC[C@@]1(C(=O)OC)N[C@H](CN(C)S(=O)(=O)c2ccccc2)[C@@H]2C(=O)N(C)C(=O)[C@@H]21	/	-2	9	/	2	/	3	/	7
O=C(c1cc(S(=O)(=O)N2CCOCC2)ccc1Cl)N1CCc2ccccc2C1	4	-4	2	7	2	-2	5	0	-1
CCC(=O)n1nc(-c2cccnc2)nc1NCc1ccc(OC)cc1	4	2	-1	-6	-7	2	-2	-2	2
O=c1c(Cc2ccc(Cl)cc2Cl)c(O)ccn1CC(F)(F)F	-4	-6	5	-1	-1	0	-3	7	15
O=C(/C=C/Nc1ccc(F)cc1F)c1cccs1	2	-2	5	0	1	-1	4	-6	-3
NS(=O)(=O)c1cccc(NC(=O)COC(=O)Cc2ccc(S(=O)(=O)N3CCCCC3)s2)c1	-4	-4	3	-3	-1	-6	11	-6	2
CCCOc1ccc(-c2cnc(N)s2)cc1	-1	-4	1	0	2	-5	6	-1	1
O=C(c1cccc(OCc2ccccc2)c1)N1CCOCC1	-2	0	7	3	4	6	2	-1	9
CCCc1c(C(=O)N/N=C/c2ccco2)nnn1-c1nonc1N	-2	-3	7	-7	-6	-1	3	1	9
Clc1ccc(-c2nc3ccccc3nc2-c2ccccc2)cc1	-9	-1	13	1	5	-5	7	-1	6
COc1ccc(CNC(=O)C2CCN(C(=O)c3cccc(Cl)c3)CC2)cc1	4	-2	14	0	2	-1	0	4	7
CCN(CC)c1ccc(NC(=O)c2ccc(=O)[nH]c2)cc1S(=O)(=O)Nc1ccccc1OC	-10	-7	6	-2	4	5	2	-11	-7

(listing goes on)
smiles	GSTO1 inh	PAD4 inh	PAFAH1B3 inh	PME-1 inh	PAFAH2 inh	Fam108B counter	pPAFAH inh	LYPLA1 inh	PAFAH1B2 inh
CC(=O)Nc1ccc(S(=O)(=O)Nc2nc(C)nc3sc4c(c23)CCC4)cc1	-9	-6	-1	-7	4	-2	10	0	-1
CNC(=O)c1ccc(NC(=O)Nc2ccccc2)cc1	8	0	3	-6	8	1	-2	0	3
CCOc1ccc(S(=O)(=O)NC(C)C(=O)NCc2ccncc2)cc1 (stereo not drawn)	2	-3	-6	-4	1	-2	-1	5	2
O=C(Nc1ccc(CN2CCOCC2)cc1)c1ccccc1F	10	4	-1	-14	-5	3	0	-1	-1
NS(=O)(=O)c1ccc(CNC(=O)c2ccc(NS(=O)(=O)c3ccc4[nH]c(=O)[nH]c4c3)cc2)cc1	-9	-1	3	-3	-2	1	3	4	6
Clc1ccccc1CNCC1CCCO1 (stereo not drawn)	8	1	4	-9	6	3	2	-2	4
Cn1c2ccccc2n2c(=O)c(=O)n(CC(=O)c3ccc(F)cc3)nc12	8	-1	6	-2	5	3	-3	0	-6
COc1ccc(N2C(=O)CN=C2Nc2nc(C)cc(C)n2)cc1OC	-6	-3	9	-4	0	3	-5	1	1
CN(C)S(=O)(=O)c1ccc(N2CCCC2)c(C(=O)OCC(=O)NC2(C#N)CCCCC2)c1	0	-4	-3	1	-2	-1	9	1	1
Cc1sc2nc(CSc3ccccc3)nc(N3CCOCC3)c2c1C	6	2	5	1	3	5	1	1	4
CCN(CC)CCN(Cc1cc2cc3c(cc2[nH]c1=O)OCCO3)C(=S)NC	-4	3	-4	5	5	-1	2	3	-2
CCOc1ccccc1OCc1nn2c(COc3ccccc3)nnc2s1	-5	-1	1	1	-1	0	-5	0	1
Cc1cccc(-n2ccnc2CN2CCC(CO)(Cc3ccccc3)CC2)c1	3	-2	3	5	-1	1	-1	1	4
CS(=O)(=O)c1ccc(C(=O)Nc2ccc(N3CCCCC3)cc2)c(Cl)c1	-35	1	0	9	-13	5	0	-1	1
CCCC[C@@H]1CCCO[C@@](C(=O)NCc2ccc(C)o2)(C(F)(F)F)C1	0	-3	5	6	3	2	2	1	6
COc1ccccc1N1CCN(C(=O)CCn2c(=O)[nH]c3ccsc3c2=O)CC1	-5	-4	5	8	1	-3	-2	2	1
CCOc1ccc(/C(O)=C2/C(=O)C(=O)N(CCOCCO)C2c2ccccn2)cc1 (stereo not drawn)	11	-4	7	4	4	-2	5	-1	3
CN(C(=O)Cn1nnc(-c2cccc(C(F)(F)F)c2)n1)C1CCCCC1	11	-1	5	2	4	3	6	-1	7
O=C1CCCc2c1[nH]c1ccc(Br)cc21	-4	-3	5	0	12	0	16	-5	0
O=c1cc2ncc(-c3[nH]ncc3[N+](=O)[O-])cn2[nH]1	16	3	13	3	15	6	8	0	8

New compounds follow:
smiles	GSTO1 inh	PAD4 inh	PAFAH1B3 inh	PME-1 inh	PAFAH2 inh	Fam108B counter	pPAFAH inh	LYPLA1 inh	PAFAH1B2 inh
COc1ccc(OCCSCc2nnc(NC(=O)Nc3ccc(Cl)cc3)s2)cc1	-3	0	-14	-8	-24	-9	-5	0	-7
CCN(CC)CP(=O)(c1ccccc1)c1ccccc1	-6	-6	2	0	4	-10	4	4	1
CCN(c1ccccc1)S(=O)(=O)c1ccc(C(=O)NCCc2ccc(S(N)(=O)=O)cc2)cc1	0	-3	3	0	1	1	1	5	9
CC(C)(C)c1ccc(COC(=O)Nc2ccc(F)cc2)cc1	5	-1	1	-2	4	-7	2	0	5
CCc1ccc(CNC(=O)c2nn(C)c3c2CS(=O)(=O)c2ccccc2-3)cc1	5	4	3	-2	2	2	-1	-5	2
COC(=O)C(Cc1ccc(OC(=O)c2ccc(C)cc2)cc1)N1Cc2ccccc2C1=O (stereo not drawn)	7	-7	-4	1	-4	-7	6	2	-2
COc1cc(OC)c(-n2c(C)cc(C=O)c2C)cc1Cl	3	-1	6	0	12	0	-1	-1	0
O=c1cc(N2CCN(Cc3ccccc3)CC2)[nH]c(=O)n1Cc1ccc(F)cc1	1	-3	0	-2	3	0	2	-5	6
N#C/C(=C\c1ccc(F)c(Cl)c1)S(=O)(=O)c1ccccn1	3	-1	14	2	5	0	2	1	11
O=C(NCC1CCCO1)c1cc(-c2ccccc2)on1 (stereo not drawn)	4	-1	10	-3	-2	-3	3	1	-2
O=C(O)CC(NCc1ccco1)C(=O)OCCCl (stereo not drawn)	-4	-4	1	-3	1	3	2	0	8
O=C(O)C1CCN(Cc2cnn(-c3ccccc3)c2-n2cccc2)CC1	0	0	-4	-2	9	-1	6	0	4
CC(=O)Nc1ccc(NC(=O)CCn2c(=S)oc3ccccc32)cc1	-9	-3	1	3	-2	-3	3	3	-3
Cc1ccccc1CO/N=C/c1[nH]ncc1Br	8	-1	-5	3	-2	1	3	-2	-3
Cc1cc(C)c(NC(=O)CSc2nc3ccccc3c(=O)n2CCCN2CCOCC2)c(C)c1	/	2	10	7	9	/	2	0	-2
CCOc1ccc(S(=O)(=O)N2CCN(C(=O)c3ccco3)CC2)cc1	2	-1	3	1	0	-3	1	0	4
CCOc1ccc2nc(/N=C/c3nc(-c4ccccc4)oc3O)sc2c1	-2	-3	7	1	3	6	3	-4	-1
Cc1cccc2nc(CSc3nc4ccccc4[nH]3)cn12	-1	1	7	5	7	8	-1	-4	0
CC(C)[C@H](NC(=O)c1ccccc1)C(=O)NCCc1ccccc1	5	0	-8	4	3	-1	0	-3	3
CCC(=O)N1CCc2cc(Br)cc(S(=O)(=O)N3CCN(C(=O)c4ccco4)CC3)c21	8	0	1	7	-5	-3	7	-2	0

The results go on:
smiles	GSTO1 inh	PAD4 inh	PAFAH1B3 inh	PME-1 inh	PAFAH2 inh	Fam108B counter	pPAFAH inh	LYPLA1 inh	PAFAH1B2 inh
O=C(CC1CCCCC1)NCc1ccc(Cl)cc1	6	-2	5	4	-2	5	0	0	7
Cc1ccccc1N(C(=O)Cc1cccs1)C(C(=O)NC1CCCCC1)c1cn(C)nc1C (stereo not drawn)	-5	0	9	-3	-12	0	0	1	9
CCN(C(=O)CSc1nc2ccccc2n1C)C1CCS(=O)(=O)C1 (stereo not drawn)	/	4	7	-3	12	/	3	4	2
COc1ccc(/C=C2\SC(=S)N(CC(=O)NNC(=O)c3ccncc3)C2=O)cc1	6	-3	/	-6	/	-8	3	-2	/
CCOC(=O)c1c2ccccc2[n+]([O-])n1[C@@H](C)C(N)=O	1	2	0	0	6	0	4	-1	0
Cc1ccc(CNC(=O)C(Cc2ccccc2)n2cccc2)cc1 (stereo not drawn)	28	-1	4	-4	2	-2	1	3	8
CCN1C(=O)/C(=C\c2ccncc2)SC1=S	-4	-11	1	0	-3	-6	-9	-3	4
Cc1cc(C)c(NC(=O)c2cccc(NC(=O)c3ccco3)c2)c(C)c1	7	-3	5	3	8	-2	-1	-1	1
N#CC12CCCCC1CC1CCCCC1(C#N)N2CCO (stereo not drawn)	14	-5	2	-1	5	4	0	1	2
Cc1ccc(-c2nsc3c(N4CCC(C(N)=O)CC4)ncnc23)cc1	6	0	11	-3	1	4	2	4	4
O=C(NCCOc1ccccc1)c1ncn[nH]1	2	-6	7	-1	-1	13	-1	4	3
CCn1c(C)c(C)c2cc(C(=O)NCCCN3CCCCC3)ccc21	10	-13	4	0	-6	-2	4	-1	4
Cc1c(N=Cc2c(O)n(C)c(=O)c3ccccc23)c(=O)n(-c2ccccc2)n1C	7	-7	-4	3	3	-2	6	1	1
Cc1cc(C)c2c(N)c(C(=O)Nc3ccc([N+](=O)[O-])cc3)sc2n1	2	-1	5	-5	11	-3	5	-3	2
COc1ccc(NC(=O)C2=CC(c3ccco3)=NS(=O)(=O)N2C)cc1OC	9	-3	5	-3	-5	3	2	0	7
C/C=C(/C)C(=O)OC1CC(C)(C)C[C@H]2C3=CC[C@@H]4[C@@]5(C)CCC(O[C@@H]6O[C@@H](C(=O)O)[C@@H](O)C(O[C@@H]7OC[C@H](O)[C@@H](O)[C@@H]7O[C@@H]7OC(CO)C(O)[C@@H](O)[C@@H]7O)C6O[C@@H]6OC(CO)C(O)C(O)C6O)[C@@](C)(CO)[C@@H]5CC[C@]4(C)[C@]3(C)CC(O)[C@@]12CO (stereo partly drawn)	/	-1	3	/	-3	/	5	/	7
COc1ccc(C(=O)n2cc(C(C)=O)c3ccccc32)cc1	1	3	-9	12	29	1	-1	0	1
COc1ccc(C2=C(C=O)Cc3ccccc3O2)cc1	6	1	12	2	2	3	7	-3	0
Cn1c(SCCC#N)nnc1-c1ccccc1F	-4	-2	6	-4	5	5	2	-2	5
